Keap1-Nrf2 PPI = Keap1-Nrf2 protein-protein interaction inhibitors, primary screen, biochemical, fluorescence polarization, single point | inhibition, % at 9.4 µM | AID 504523, 2011 | 0.15% of 340,000 active | Keap1 Kelch-Nrf2 peptide fluorescence polarization, 1536-well; in the data active means inhibition above about 12%;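 further: human Keap1 Kelch domain with fluorescein labeled Nrf2 9mer peptide probe; 0% = neutral control wells and 100% = peptide positive control; higher means more block of Keap1 binding to Nrf2 peptide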
Target sequence (Q14145 whole entry, looked up, the tested form may be a part): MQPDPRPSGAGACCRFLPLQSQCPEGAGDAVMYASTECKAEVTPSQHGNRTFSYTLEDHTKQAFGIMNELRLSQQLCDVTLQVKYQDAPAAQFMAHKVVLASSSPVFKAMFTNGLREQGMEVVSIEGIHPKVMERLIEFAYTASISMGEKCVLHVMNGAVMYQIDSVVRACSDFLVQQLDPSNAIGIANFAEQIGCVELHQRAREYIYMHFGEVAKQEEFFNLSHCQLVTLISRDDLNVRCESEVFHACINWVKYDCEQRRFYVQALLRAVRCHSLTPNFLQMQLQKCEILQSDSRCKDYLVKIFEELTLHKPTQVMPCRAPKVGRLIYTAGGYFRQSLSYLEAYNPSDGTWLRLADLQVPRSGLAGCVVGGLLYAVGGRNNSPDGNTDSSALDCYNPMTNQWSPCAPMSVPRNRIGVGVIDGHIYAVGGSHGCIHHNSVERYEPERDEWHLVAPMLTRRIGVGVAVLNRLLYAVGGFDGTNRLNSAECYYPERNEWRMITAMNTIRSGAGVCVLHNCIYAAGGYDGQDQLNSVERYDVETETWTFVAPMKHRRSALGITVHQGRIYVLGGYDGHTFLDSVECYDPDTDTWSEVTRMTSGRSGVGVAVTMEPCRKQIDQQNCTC
cardiac RTF act = cardiac RTF calcium sensitivity activators, primary screen, biochemical, IANBD-TnC fluorescence, EC20 calcium. activation, % at 7.2 µM. IANBD-labeled TnC RTF fluorescence at EC20 calcium; 0% EC20 calcium, 100% full calcium. AID 493008, 2010. 0.24% of 340,000 active;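 active means activation above the mean over all tested compounds plus 3 SD, cut at about 30% in these data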;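 further: rise in fluorescence read as greater calcium sensitivity of cardiac thin filaments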
Rtt109 HAT inh = inhibitors of C. albicans Rtt109/Vps75 HAT, primary screen, biochemical, ThioGlo CoA-SH fluorescence, plate reader. 0.16% of 330,000 active. purified Rtt109/Vps75, 4 h. inhibition, % at 34.9 µM. Histone acetyltransferase RTT109 (Candida albicans (strain SC5314 / ATCC MYA-2876)), …;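 active means inhibition of at least 50% in every replicate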
RTF Ca sens inh = cardiac RTF calcium sensitivity inhibitors, primary screen, biochemical, IANBD-TnC fluorescence, EC70 calcium | 0.12% of 340,000 active | inhibition, % at 7.15 µM | IANBD-labeled cardiac RTF, Ca2+ fluorescence;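 active means inhibition above the mean inhibition of all tested compounds plus 3 SD, cut at about 17% in these data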;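 further: assay run at fixed EC70 calcium of 1.6 mM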
NSD2 inh = NSD2 histone methyltransferase inhibitors, primary screen, biochemical, AlphaScreen, single concentration, set 2; Histone-lysine N-methyltransferase NSD2 (Homo sapiens), O96028; NSD2 peptide methylation, 120 min; inhibition, % at 12.5 µM; 0.54% of 310,000 active; AID 743445, 2014; in the data active means inhibition above about 50%
PfHsp90 yeast 2 = growth inhibition of PfHsp90-expressing yeast, primary screen, antimalarial PfHsp90 inhibitor project, S. cerevisiae, BacTiter-Glo luminescence, single point, set 2; BacTiter-Glo ATP, 48 h; yeast lacking PDR1 and PDR3 efflux regulators; inhibition, % at 9.4 µM; 0.32% of 310,000 active; AID 504621, 2011;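 active means every replicate shows inhibition above about 80%, whatever the replicate mean, limit read from the data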;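 further: 0% = DMSO neutral controls and 100% = 20 µM radicicol positive controls; yeast relying on Plasmodium falciparum Hsp90 in place of its own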
PvdQ inh = P. aeruginosa PvdQ acylase inhibitors, primary screen, biochemical, fluorescence, plate reader and imaging, single point; PvdQ acylase [Pseudomonas aeruginosa LESB58]; purified PvdQ acylase; inhibition, % at 10 µM; 0.063% of 340,000 active; in the data active means inhibition above about 30%, passing the limit was not always enough;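 further: 0% = vehicle neutral wells and 100% = reference inhibitor wells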
CDK5 inh = inhibitors of human CDK5/p35 kinase, primary screen, biochemical, single concentration | Cyclin-dependent kinase 5 (Homo sapiens) + Cyclin-dependent kinase 5 activator 1 (Homo … | inhibition, % at 10 µM | Recombinant CDK5/p35, ADP-Glo luminescence, 60 min | 0.01% of 330,000 active | AID 488839, 2010;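 active means highest replicate inhibition of at least 50% and at least 75% of replicates reaching 50%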;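 further: plate controls were DMSO neutral control for no effect and GW8510 at 10 µM for full effect; many of its hits are not listed in these tables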
SUMO Mot1 rescue = yeast Mot1-301 growth rescue at high temperature, primary screen, SUMOylation pathway inhibitor project, S. cerevisiae, ATP luminescence, 38.5C; growth rescue, % at 18.8 µM; AID 2716, 2010; S. cerevisiae Mot1-301 growth rescue; percent above DMSO median, 100 means doubled; 1% of 320,000 active;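 active means every valid replicate shows activation above 250% relative to neutral control wells; inactive means the rest, any valid replicate at or below 250%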;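 further: OY570 slx delta 5 strain wells were the positive control but not used for scaling; some compounds called inactive have numbers as strong as hits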
LANA DNA inh = inhibitors of KSHV C-LANA binding to DNA, primary screen, biochemical, fluorescence polarization, FAM-LBS DNA, MBP-C-LANA, single point; AID 504423, 2011; Kaposi's sarcoma herpesvirus LANA C-terminal domain (residues 932-1162) DNA binding; 0.078% of 340,000 active; inhibition, % at 9 µM;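 active means highest replicate inhibition at or above 60% at 9 µM, even if other replicates fall short; inactive means all replicates below 60% inhibition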;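 further: 0% = neutral control wells and 100% = 4 µM acridine orange control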
dFosB act = activators of delta FosB homodimer, primary screen, biochemical, fluorescence polarization, TAMRA-CDK5 oligo, single point | purified delta FosB; percent of positive-control signal above neutral wells | activation, % at 25 µM | 0.99% of 340,000 active | Protein FosB (Mus musculus), P13346;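 active means mean activation above about 17%, with every replicate also reaching it, limit read from the data, passing the limit was not always enough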;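 further: fluorescence polarization rise as delta FosB binds a TAMRA Cdk5 AP-1 oligo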
Target sequence (P13346 whole entry, looked up): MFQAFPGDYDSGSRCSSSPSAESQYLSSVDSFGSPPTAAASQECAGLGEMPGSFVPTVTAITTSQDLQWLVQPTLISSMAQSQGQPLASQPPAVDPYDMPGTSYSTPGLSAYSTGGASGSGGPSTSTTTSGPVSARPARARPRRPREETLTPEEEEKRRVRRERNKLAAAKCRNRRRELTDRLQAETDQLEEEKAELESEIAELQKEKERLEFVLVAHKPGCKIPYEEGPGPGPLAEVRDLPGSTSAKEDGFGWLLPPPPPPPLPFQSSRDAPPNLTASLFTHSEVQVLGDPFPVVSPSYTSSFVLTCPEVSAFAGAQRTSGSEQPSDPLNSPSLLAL
Numbers without * were called inactive.

CN1C(=O)c2ccccc2C(C(=O)O)C1c1cn(C)c2ccccc12 (stereo not given) was read as Keap1-Nrf2 PPI 2, cardiac RTF act -4, Rtt109 HAT inh -1, RTF Ca sens inh -3, NSD2 inh -4, PfHsp90 yeast 2 3, PvdQ inh -13, CDK5 inh 1.0, SUMO Mot1 rescue 8, LANA DNA inh 2.1 and dFosB act 1.
For Cc1ccc(N2C(=O)c3cccc([N+](=O)[O-])c3C2=O)cc1C the results were Keap1-Nrf2 PPI -1, cardiac RTF act -5, Rtt109 HAT inh -3, RTF Ca sens inh 6, NSD2 inh 44, PfHsp90 yeast 2 3, PvdQ inh 9, CDK5 inh 0.2, SUMO Mot1 rescue 13, LANA DNA inh -1.5 and dFosB act 4.
For O=C(NCCc1nc2ccccc2[nH]1)C1CCC(=O)N(CCc2cccc(F)c2)C1 (stereo not given) the results were Keap1-Nrf2 PPI 1, cardiac RTF act 2, Rtt109 HAT inh -13, RTF Ca sens inh -1, NSD2 inh 4, PfHsp90 yeast 2 -9, PvdQ inh -7, CDK5 inh 1.4, SUMO Mot1 rescue 3, LANA DNA inh -2.3 and dFosB act -6.
For CCOC(=O)COn1c(-c2cccc(Cl)c2)nc2ccc([N+](=O)[O-])cc21 the results were Keap1-Nrf2 PPI -4, cardiac RTF act -2, Rtt109 HAT inh -5, RTF Ca sens inh 0, NSD2 inh 3, PvdQ inh 8, CDK5 inh -0.1, SUMO Mot1 rescue 20, LANA DNA inh 2.0 and dFosB act 1.
Screening COc1ccccc1/C=C/C(=O)NNC(=O)c1cccs1 returned Keap1-Nrf2 PPI -4, cardiac RTF act -1, Rtt109 HAT inh -4, RTF Ca sens inh -2, NSD2 inh -3, PfHsp90 yeast 2 -3, PvdQ inh -14, CDK5 inh -1.0, LANA DNA inh -1.4 and dFosB act -10.
Screening CC1CCCC(C)N1CCCNC(=O)c1cc2c(s1)-c1ccccc1OC2 (stereo not given) returned Keap1-Nrf2 PPI 1, cardiac RTF act -3, Rtt109 HAT inh -184, RTF Ca sens inh -2, NSD2 inh -10, PfHsp90 yeast 2 -2, PvdQ inh 0, SUMO Mot1 rescue 3, LANA DNA inh -1.7 and dFosB act 2.
`CC(Sc1ncn[nH]1)C(=O)c1c(N)n(C)c(=O)n(C)c1=O` (stereo not given) gave Keap1-Nrf2 PPI -6, cardiac RTF act -3, Rtt109 HAT inh 8, RTF Ca sens inh -7, NSD2 inh 7, PfHsp90 yeast 2 1, PvdQ inh 8, CDK5 inh 0.1, SUMO Mot1 rescue -2, LANA DNA inh -0.9 and dFosB act 1.
O=C(NNC(=O)C(c1ccccc1)c1ccccc1)c1cccs1 was read as Keap1-Nrf2 PPI -2, cardiac RTF act -1, Rtt109 HAT inh -7, RTF Ca sens inh -8, NSD2 inh -1, PfHsp90 yeast 2 5, PvdQ inh -17, CDK5 inh 0.2, SUMO Mot1 rescue 216, LANA DNA inh -0.6 and dFosB act 1.
`O=C(CNc1ccccc1)NNC1=NCCC1` gave Keap1-Nrf2 PPI -1, cardiac RTF act -2, RTF Ca sens inh -5, NSD2 inh -2, PfHsp90 yeast 2 -1, PvdQ inh -5, CDK5 inh -0.7, SUMO Mot1 rescue 10, LANA DNA inh 0.0 and dFosB act -3.
COCCOC(=O)C1=C(C)N(Cc2ccccc2)C(=O)NC1c1cccc(OC)c1OC (stereo not given) was read as Keap1-Nrf2 PPI -2, cardiac RTF act 1, Rtt109 HAT inh 6, RTF Ca sens inh 3, NSD2 inh -3, PfHsp90 yeast 2 20, PvdQ inh -13, CDK5 inh -0.8, LANA DNA inh -1.5 and dFosB act -7.
CN(Cc1ccc([N+](=O)[O-])cc1)c1ccccc1 was read as Keap1-Nrf2 PPI 4, cardiac RTF act -6, Rtt109 HAT inh -4, RTF Ca sens inh 4, NSD2 inh 2, PfHsp90 yeast 2 1, PvdQ inh 2, CDK5 inh -0.3, LANA DNA inh -0.6 and dFosB act 5.
`CCN(CC)CCCN1C=C2C(=O)C(C)(OC(=O)CCC(=O)OC)C(=O)C=C2C=C1C1CC1` (stereo not given) gave Keap1-Nrf2 PPI -3, cardiac RTF act 8, Rtt109 HAT inh 1, RTF Ca sens inh 2, PfHsp90 yeast 2 16, PvdQ inh 0, CDK5 inh 2.6, SUMO Mot1 rescue 773, LANA DNA inh 3.2 and dFosB act -7.
For COC(=O)[C@H](Cc1ccccc1)NC(=O)[C@@H]1C[C@H]1[C@@H](NC(=O)OCc1ccccc1)c1ccccc1 the results were Keap1-Nrf2 PPI -3, cardiac RTF act -2, Rtt109 HAT inh 1, RTF Ca sens inh -13, PfHsp90 yeast 2 3, PvdQ inh 6, CDK5 inh 1.8, SUMO Mot1 rescue 17, LANA DNA inh 15 and dFosB act -1.
`COCCNC(=O)CN(C(=O)CCC(=O)Nc1nccs1)c1ccc2c(c1)OCO2` gave Keap1-Nrf2 PPI -2, cardiac RTF act -5, Rtt109 HAT inh 1, RTF Ca sens inh -27, NSD2 inh 67*, PfHsp90 yeast 2 -10, PvdQ inh 10, CDK5 inh 1.3, SUMO Mot1 rescue -4, LANA DNA inh 1.1 and dFosB act -2.
`CC(NC(=O)C12CC3CC(C1)CC(n1cncn1)(C3)C2)C12CC3CC(CC(C3)C1)C2` (stereo not given) gave Keap1-Nrf2 PPI -4, cardiac RTF act -2, Rtt109 HAT inh -3, RTF Ca sens inh -8, NSD2 inh 0, PfHsp90 yeast 2 15, PvdQ inh -16, CDK5 inh -2.1, SUMO Mot1 rescue -21, LANA DNA inh 1.5 and dFosB act -4.
COCC(C)n1c(SCC(=O)NC(=O)NCc2ccccc2)nc2ccccc2c1=O (stereo not given) was read as Keap1-Nrf2 PPI -7, cardiac RTF act -6, Rtt109 HAT inh 5, RTF Ca sens inh 5, NSD2 inh -1, PvdQ inh -24, CDK5 inh -5.0, SUMO Mot1 rescue -18, LANA DNA inh -0.5 and dFosB act -12.
`COC(=O)c1cc(OC)c(OC)cc1NC(=O)c1c(-c2ccccc2)noc1C` gave Keap1-Nrf2 PPI 0, cardiac RTF act 14, Rtt109 HAT inh -5, RTF Ca sens inh -12, NSD2 inh -1, PfHsp90 yeast 2 -28, PvdQ inh -12, CDK5 inh -0.6, SUMO Mot1 rescue 14, LANA DNA inh 1.8 and dFosB act -13.
`COc1ccc(CC(=O)OC(C)C(=O)Nc2ccc(Cl)cn2)cc1` (stereo not given) gave Keap1-Nrf2 PPI -5, cardiac RTF act 2, Rtt109 HAT inh 2, RTF Ca sens inh -3, NSD2 inh 1, PvdQ inh -22, CDK5 inh 0.3, SUMO Mot1 rescue 6, LANA DNA inh 1.6 and dFosB act -7.
For CC1=CC(C)(C)NC(=S)N1c1ccc([N+](=O)[O-])cc1 the results were Keap1-Nrf2 PPI -3, cardiac RTF act -2, Rtt109 HAT inh 11, RTF Ca sens inh 5, NSD2 inh 1, PvdQ inh -14, CDK5 inh 0.8, LANA DNA inh -0.2 and dFosB act -4.
For Cc1ccc(NC2CCCN(C(=O)c3ccccn3)C2)cc1C (stereo not given) the results were Keap1-Nrf2 PPI 0, cardiac RTF act -3, Rtt109 HAT inh -5, RTF Ca sens inh -8, NSD2 inh 2, PfHsp90 yeast 2 -9, PvdQ inh -10, CDK5 inh 1.1, SUMO Mot1 rescue 4, LANA DNA inh -1.4 and dFosB act -3.
Screening Cc1cccc(NC(=O)CCc2nnc3ccc(NCc4ccco4)nn23)n1 returned Keap1-Nrf2 PPI -3, cardiac RTF act 2, Rtt109 HAT inh 1, RTF Ca sens inh 1, NSD2 inh 1, PfHsp90 yeast 2 -5, PvdQ inh -8, CDK5 inh -0.6, SUMO Mot1 rescue -1, LANA DNA inh 0.1 and dFosB act -13.
`O=C(/C=C/c1ccc(OCCCF)cc1)Nc1ccnc(-c2ccncc2)n1` gave Keap1-Nrf2 PPI -3, cardiac RTF act -1, Rtt109 HAT inh 5, RTF Ca sens inh 2, NSD2 inh -2, PfHsp90 yeast 2 -4, PvdQ inh -4, CDK5 inh 0.7, SUMO Mot1 rescue 9, LANA DNA inh -0.2 and dFosB act -11.
For Cc1c(C(=O)OCc2nc3ccsc3c(=O)[nH]2)oc2ccccc12 the results were Keap1-Nrf2 PPI 0, cardiac RTF act -3, Rtt109 HAT inh -5, RTF Ca sens inh -5, NSD2 inh -1, PvdQ inh -9, CDK5 inh -0.1, SUMO Mot1 rescue 8, LANA DNA inh -2.1 and dFosB act -16.
For COc1ccc(CNS(=O)(=O)CCNCc2ccco2)cc1 the results were Keap1-Nrf2 PPI 0, cardiac RTF act -4, Rtt109 HAT inh -4, RTF Ca sens inh -7, PfHsp90 yeast 2 9, PvdQ inh -5, CDK5 inh 1.5, LANA DNA inh 0.7 and dFosB act -6.
CCC(C)(C)NC(=O)C(c1ccc(O)cc1)N(CCOC)C(=O)CCC(=O)Nc1nccs1 (stereo not given) was read as Keap1-Nrf2 PPI -2, cardiac RTF act 0, Rtt109 HAT inh 17, RTF Ca sens inh -10, NSD2 inh 2, PfHsp90 yeast 2 27, PvdQ inh -16, CDK5 inh -6.1, SUMO Mot1 rescue 15, LANA DNA inh -1.3 and dFosB act -6.
COc1ccccc1C(=O)NC1CCCCCCC1 was read as Keap1-Nrf2 PPI -2, cardiac RTF act 0, Rtt109 HAT inh 8, RTF Ca sens inh 0, NSD2 inh -7, PfHsp90 yeast 2 2, PvdQ inh -5, CDK5 inh 1.1, SUMO Mot1 rescue -15, LANA DNA inh -1.1 and dFosB act 1.

Molecules above that have a Cl atom:
For CCOC(=O)COn1c(-c2cccc(Cl)c2)nc2ccc([N+](=O)[O-])cc21 the results were Keap1-Nrf2 PPI -4, cardiac RTF act -2, Rtt109 HAT inh -5, RTF Ca sens inh 0, NSD2 inh 3, PvdQ inh 8, CDK5 inh -0.1, SUMO Mot1 rescue 20, LANA DNA inh 2.0 and dFosB act 1.
`COc1ccc(CC(=O)OC(C)C(=O)Nc2ccc(Cl)cn2)cc1` (stereo not given) gave Keap1-Nrf2 PPI -5, cardiac RTF act 2, Rtt109 HAT inh 2, RTF Ca sens inh -3, NSD2 inh 1, PvdQ inh -22, CDK5 inh 0.3, SUMO Mot1 rescue 6, LANA DNA inh 1.6 and dFosB act -7.

Assay outcomes as filed in PubChem.
